High-throughput results as filed in PubChem BioAssay.
HTRA1 inh: HTRA1 (human) protease inhibition; Q92743; recombinant HTRA1, FP-rhodamine activity-based probe, fluorescence polarization; inhibition, % at 5.96 µM; hit rate 0.5% among 340,000; in the data active means inhibition above about 36%;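 further: 0% = enzyme with DMSO and 100% = wells lacking enzyme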
Target sequence (Q92743 whole entry, looked up): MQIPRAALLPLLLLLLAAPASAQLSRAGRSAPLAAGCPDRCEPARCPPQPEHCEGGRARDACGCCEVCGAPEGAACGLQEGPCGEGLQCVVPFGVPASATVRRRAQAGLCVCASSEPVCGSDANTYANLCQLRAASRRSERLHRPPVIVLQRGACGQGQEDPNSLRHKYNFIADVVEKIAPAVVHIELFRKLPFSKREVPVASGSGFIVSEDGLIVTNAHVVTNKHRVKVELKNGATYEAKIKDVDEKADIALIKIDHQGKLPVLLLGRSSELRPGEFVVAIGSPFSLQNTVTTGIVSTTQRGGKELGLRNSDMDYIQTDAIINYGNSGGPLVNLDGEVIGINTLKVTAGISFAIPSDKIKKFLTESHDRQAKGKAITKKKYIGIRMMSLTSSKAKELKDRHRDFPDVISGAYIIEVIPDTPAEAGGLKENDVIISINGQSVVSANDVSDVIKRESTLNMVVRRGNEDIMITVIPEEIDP
LEDGF integ inh: blocks HIV-1 LEDGF/p75-dependent DNA integration; TR-FRET IN-LEDGF/p75 DNA integration, Eu/Cy5; hit rate 0.64% among 370,000; inhibition, % at 3.7 µM; AID 743269;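 active means inhibition above the screen-wide mean plus 3 SD, cut at about 13% in these data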;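 further: signal is the Cy5 over europium emission ratio at 671 and 618 nm; 0% = plate median of compound wells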
ABHD4 inh: inhibitors of mouse ABHD4; Q8VD66; purified mABHD4, FP-Rh probe fluorescence polarization; inhibition, % at 8.92 µM; hit rate 0.54% among 370,000; AID 720543;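 active means inhibition exceeding the mean over every tested compound plus 3 SD, cut at about 30% in these data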;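 further: 0% = plate median of compound wells and 100% = S159A mutant with DMSO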
Target sequence (Q8VD66 whole entry, looked up): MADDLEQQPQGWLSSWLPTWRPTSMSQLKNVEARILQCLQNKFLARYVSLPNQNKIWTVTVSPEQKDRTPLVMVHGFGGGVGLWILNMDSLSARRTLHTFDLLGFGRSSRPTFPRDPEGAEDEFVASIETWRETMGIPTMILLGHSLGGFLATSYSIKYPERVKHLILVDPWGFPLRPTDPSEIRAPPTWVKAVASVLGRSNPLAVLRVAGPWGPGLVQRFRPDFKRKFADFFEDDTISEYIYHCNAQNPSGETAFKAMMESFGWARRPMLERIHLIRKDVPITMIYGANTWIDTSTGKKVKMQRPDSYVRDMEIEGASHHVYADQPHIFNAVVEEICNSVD
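Assay system: wild-type mouse ABHD4 protein; compound: single nominal dose of 8.92 µM, 0.89% DMSO final; schedule: 45 min + 60 min at 25 °C; measured by: FP readout, ex 525 nm / em 598 nm; evaluation: % inhibition of FP-Rh probe binding versus controls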
PRMT1 FP inh: PRMT1 (human) inhibition, primary screen; Q99873; recombinant PRMT1, activity-based probe fluorescence polarization; inhibition, % at 2.79 µM; hit rate 1.3% among 370,000; AID 652257;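 active means inhibition above about 21% made by adding two undisclosed values, limit read from the data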
PG9 binder: PG9 antibody binding by small molecule; TR-FRET gp120-PG9 antibody binding; inhibition, % at 6.7 µM; hit rate 0.43% among 360,000; in the data active means inhibition above about 8.5%
Rev-erbA mod: modulators of human Rev-erb alpha DNA binding; Rev-erbα–FITC-DNA binding, fluorescence polarization, 90 min; activity, % at 10 µM; AID 1259318; P20393; hit rate 0.79% among 370,000;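 active means activity above about 14%, limit read from the data; passing the limit was not always enough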;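 further: 0% = DMSO wells with 35 nM protein and 100% = DMSO wells with 750 nM protein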
MBD2 DNA inh: blocks human MBD2 binding to methylated DNA. TR-FRET, MBD2 binding to methylated oligonucleotide. inhibition, % at 4.4 µM. hit rate 0.31% among 370,000. AID 686964; in the data active means inhibition above about 13%
UHRF1 MBD2 ctr: human UHRF1 methylated DNA binding inhibitors; UHRF1 binding to methylated oligo, TR-FRET; hit rate 0.75% among 370,000; Q96T88; AID 687016; inhibition, % at 4.4 µM; in the data active means inhibition above about 21%;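 further: UHRF1 SRA domain binding a hemimethylated CpG hairpin DNA probe; 0% = median of test compound wells and 100% = reference inhibitor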
TCR-CD3 inh: inhibitors of human TCR-CD3 interaction; TAMRA-labeled TCR probe fluorescence, biochemical; hit rate 0.37% among 360,000; inhibition, % at 9.4 µM; AID 651800; in the data active means inhibition above about 19%;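 further: recombinant mutant TCR 2C K166C tagged with TAMRA read by polarization; 0% = receptor in buffer alone and 100% = receptor with positive control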
rCAG binder: r(CAG) repeat RNA binding; TO-PRO-1 dye displacement fluorescence; inhibition, % at 3 µM; hit rate 1.3% among 370,000; AID 651821;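 active means inhibition above the plate cutoff, the mean of all test compounds on that plate plus 3 SD, cut at about 35% in these data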;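 further: 0% = DMSO alone and 100% = 100 µM mitoxantrone as full dye displacement; higher means more dye released from RNA so lower well fluorescence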
Active calls of the source: *; / = no result given.

Every second line gives: PRMT1 FP inh	PG9 binder	MBD2 DNA inh	UHRF1 MBD2 ctr	rCAG binder	Rev-erbA mod	HTRA1 inh	TCR-CD3 inh	LEDGF integ inh	ABHD4 inh
> CCOc1ccc(NC(=O)CN2CCN(CC(=O)Nc3ccc4c(c3)OCCO4)CC2)cc1
    3.5	-3.4	1.4	-1.9	-7.0	-4.9	8.6	-1.0	-2.9	-5.8
> CC(CO)N1CCS(=O)(=O)CC1 (stereo unspecified)
    2.4	-1.1	4.1	-0.8	1.0	-0.5	2.7	-8.0	-1.3	8.7
> Cc1ccc(C)c(Oc2cc(NN3CCCCC3)c([N+](=O)[O-])cc2[N+](=O)[O-])c1
    -2.9	0.2	-3.6	-3.2	0.0	6.6	-5.3	1.1	-1.6	4.5
> CCOC(=O)c1cc(-c2ccc(OC)cc2)n(CCC(=O)NCCN2CCC(C)CC2)c1C
    -0.7	-0.4	1.8	2.3	-10.6	-3.7	0.4	-4.3	-1.3	-1.1
> CC(C)Cn1c(=S)[nH]c2ccccc2c1=O
    -0.7	-4.1	0.2	-1.2	-0.8	-0.4	-0.4	2.7	2.8	-12.9
> O=C(Nc1cccc(F)c1)N1CC=C(n2c(=O)[nH]c3ccccc32)CC1
    2.7	0.3	-1.5	3.9	-0.5	2.3	-9.0	-3.6	2.6	-0.1
> COc1cc(OC)cc(C(C)c2ccc(C)cc2)c1 (stereo unspecified)
    0.7	/	4.0	-0.8	/	1.8	/	/	1.5	-3.2
> Cc1cc(Cl)c2oc(C(=O)N(C)CCCCN3CCOCC3)c(C)c2c1
    -1.1	-1.5	-1.6	-1.6	-9.9	3.8	-1.4	1.1	0.6	6.5
> CC(C)(C)c1cc(NS(=O)(=O)c2ccc3c(c2)OCCO3)on1
    2.3	-2.2	4.7	1.1	9.2	-1.1	5.7	3.9	2.2	3.9
> Cc1cn(C2CC(O)C(CO)O2)c(=O)n(CCCc2ccccc2)c1=O (stereo unspecified)
    0.7	-0.9	-2.1	0.9	0.0	-1.5	1.4	0.3	-1.1	-0.9
> O=C(NCc1n[nH]c(=S)n1-c1cccc(C(F)(F)F)c1)c1ccc(S(=O)(=O)N2CCCCC2)cc1
    28.1*	-1.5	1.1	2.9	21.3	8.9	3.1	3.8	5.0	-10.1
> Cc1c(C(=O)Oc2cccc3ccccc23)cnn1-c1ccccc1
    -1.7	-0.6	-1.6	1.1	0.0	2.2	-22.9	-1.9	-2.5	-14.0
> CC(C(=O)NC(c1ccccc1)c1ccccc1)N1CCOCC1 (stereo unspecified)
    -1.9	-0.3	0.9	-1.0	0.9	-1.8	1.4	0.5	-0.7	2.3
> Cc1cc(C(C)(C)C)c(OC(=O)[C@@H]2OC(c3ccccc3)=C[C@H]2c2ccccc2)c(C(C)(C)C)c1
    -3.0	-4.1	4.5	-0.8	-1.7	-0.3	-1.8	3.4	1.5	4.0
> COc1cc2c(cc1OC)CN(CC(=O)Nc1ccc3c(c1)OC(F)(F)O3)CC2
    -1.0	-1.4	1.4	0.9	-6.5	6.4	-17.9	0.4	-1.6	2.7
> C=CCNc1nc2c(c(=O)[nH]c(=O)n2C)n1CC(O)COc1ccc2ccccc2c1 (stereo unspecified)
    -2.7	0.9	2.7	3.3	11.4	-8.6	-13.3	-1.9	-8.5	3.1
> CC(C)Cn1c(=O)c(C(=O)NCc2ccc3c(c2)OCO3)c(O)c2ccccc21
    6.1	1.3	6.9	1.5	3.6	0.0	0.5	-9.5	3.0	-16.9
> O=C(CCNS(=O)(=O)c1cccc2nonc12)N1CCN(c2cccc(Cl)c2)CC1
    1.7	-1.7	1.5	-2.4	-3.1	0.1	-2.4	4.1	-2.5	3.5
> COc1cc(/C=C/C(C)=O)cc(OC)c1OC
    -0.4	1.2	-7.2	-1.9	-1.3	-0.6	1.0	-6.6	2.1	2.2
> CN(C(=O)c1ccccc1)c1ccc(OCC(=O)NC2CCS(=O)(=O)C2)cc1 (stereo unspecified)
    -3.7	0.9	4.3	-2.6	-1.2	4.0	6.7	0.8	3.4	-4.0
> CCCCS(=O)(=O)Nc1ccc2ncn(C)c(=O)c2c1
    0.8	-1.8	1.2	1.1	-0.6	0.3	-0.6	-0.7	-0.1	-8.0
> CCOc1ccc2[nH]c(=O)c(CN(Cc3ccccc3OC)C(=O)c3ccccc3)cc2c1
    0.2	-3.5	4.3	3.2	-2.5	8.7	-1.1	-0.5	1.1	0.8
> COC(=O)c1nonc1NCn1nnc2ccccc21
    -2.1	0.3	-3.1	-1.1	1.4	0.6	2.0	0.4	1.6	-3.3
> COc1cccc(N(CC(=O)NCCSCc2ccco2)S(=O)(=O)c2ccccc2)c1
    2.4	3.0	-0.4	-0.2	-0.3	-1.0	1.4	1.9	-0.2	1.8
> CCCn1c(N)c(N(CCOC)C(=O)CCC2CCCCC2)c(=O)[nH]c1=O
    1.1	-1.1	1.8	2.9	0.2	2.2	1.3	5.0	0.2	13.8
> CN(C)CCCN(C(=O)c1ccc(S(=O)(=O)N(C)C2CCCCC2)cc1)c1nc2ccc(Br)cc2s1
    -1.3	0.9	6.1	7.3	-1.4	0.4	-14.2	3.7	-1.2	8.4
> COc1cccc(NC(=O)Cn2c3ccc(F)cc3c3nc4n(c(=O)c32)CCS4)c1
    -3.9	-1.8	-2.5	-1.2	15.8	-0.4	-5.3	-4.0	2.4	-3.7
> Cc1occc1C(=O)NNC(=O)c1nn(C)c(=O)c2ccccc12
    -0.1	-1.7	1.9	0.6	3.6	2.4	4.8	0.9	0.5	3.0
> COc1ccc(Cn2c(SCc3ccccc3C)nc3cc(OC)c(OC)cc3c2=N)cc1
    4.9	1.9	3.2	1.4	16.0	2.2	-28.4	-3.8	-3.7	18.2
> O=C(CSc1nccc(=O)[nH]1)NCc1ccc(Cl)cc1
    -2.1	-2.2	0.7	0.4	-1.6	1.1	-9.4	8.4	0.3	-0.7
> Cc1c(N=Nc2ccc(N(C)C)cc2)c(=O)n(-c2ccccc2)n1C
    -3.6	-16.6	-16.1	-11.3	-8.8	15.2	1.6	6.8	-1.7	-2.6
> Cc1ccc(NC(=O)c2cccc(NC(=O)CC3SC(N4CCCCC4)=NC3=O)c2)nc1 (stereo unspecified)
    3.3	-0.2	-1.2	2.0	-5.0	0.0	0.9	-10.3	-2.4	2.7
> COc1ccc(Sc2cccc3c2S(=O)(=O)N([C@H](C)c2ccccc2)C[C@@H](COCc2ccccc2)O3)cc1OC
    -0.4	-0.5	1.8	-1.9	9.5	-5.7	/	-9.6	-0.9	-4.5
> COC(=O)[C@]12C[C@H](CC(=O)NCCc3ccccc3OC)C(=O)N(Cc3cccc4ccccc34)C1=C[C@H](C(C)C)O[C@@H]2C1CC1
    -3.6	/	-2.7	0.5	5.3	6.0	/	/	1.8	-16.0
> CC12C=CC3(O1)C(C(=O)N(c1ccccc1)C3C(=O)NC1CCCC1)C2C(N)=O (stereo unspecified)
    -3.7	0.3	-0.5	1.1	1.3	-2.9	8.0	3.5	2.2	-2.6
> Cc1cccc(CN2C(=O)[C@H]3Cc4c([nH]c5ccccc45)C(C)(C)N3C2=O)c1
    -1.8	0.5	-0.1	-0.5	3.9	-0.3	-46.0	0.4	-0.1	-23.4
> C=CCn1c(SCC(=O)NCc2ccccc2)nnc1-c1cc(Br)ccc1O
    -2.5	-0.4	-7.6	-0.7	-1.5	-3.3	-3.6	0.8	-2.3	-5.7
> COc1ccccc1NS(=O)(=O)c1ccc(C)c(C(=O)N2CCN(c3ccc(O)cc3)CC2)c1
    13.3	-3.6	3.3	2.6	7.9	1.3	-4.0	-8.5	-9.4	1.0
> COc1ccc(CC(=O)N2CCN(C(=O)c3ccc4nc(C)n(C5CCCC5)c4c3)CC2)cc1
    -2.3	/	-2.6	-0.4	-0.8	-4.5	/	/	-0.1	3.4
> Cc1ccc(CNC(=O)c2nnn(-c3cccc(C)c3)c2N)cc1
    6.6	-0.1	14.5*	27.8*	1.9	0.8	-17.6	0.8	10.2	4.2

4 structures from above, ordered by number of heavy atoms, highest first.
Every second line gives: PRMT1 FP inh	PG9 binder	MBD2 DNA inh	UHRF1 MBD2 ctr	rCAG binder	Rev-erbA mod	HTRA1 inh	TCR-CD3 inh	LEDGF integ inh	ABHD4 inh
> CN(C)CCCN(C(=O)c1ccc(S(=O)(=O)N(C)C2CCCCC2)cc1)c1nc2ccc(Br)cc2s1
    -1.3	0.9	6.1	7.3	-1.4	0.4	-14.2	3.7	-1.2	8.4
> CC12C=CC3(O1)C(C(=O)N(c1ccccc1)C3C(=O)NC1CCCC1)C2C(N)=O (stereo unspecified)
    -3.7	0.3	-0.5	1.1	1.3	-2.9	8.0	3.5	2.2	-2.6
> Cc1ccc(CNC(=O)c2nnn(-c3cccc(C)c3)c2N)cc1
    6.6	-0.1	14.5*	27.8*	1.9	0.8	-17.6	0.8	10.2	4.2
> COC(=O)c1nonc1NCn1nnc2ccccc21
    -2.1	0.3	-3.1	-1.1	1.4	0.6	2.0	0.4	1.6	-3.3

Later entries:
Every second line gives: PRMT1 FP inh	PG9 binder	MBD2 DNA inh	UHRF1 MBD2 ctr	rCAG binder	Rev-erbA mod	HTRA1 inh	TCR-CD3 inh	LEDGF integ inh	ABHD4 inh
> COCCNc1nc(NCCOC)c2sc(-c3ccccc3)cc2n1
    2.6	2.4	-2.4	3.4	0.8	-5.7	/	-8.7	2.4	-5.5
> O=C(Nc1ccccc1OC(F)F)c1cc2c(s1)CCC2
    3.8	-3.3	2.3	-0.9	10.5	-9.3	-4.2	8.2	2.1	-5.8
> CN(C1CCCC1)C1CCN(C(=O)CNC(=O)/C=C/c2ccc(F)cc2)CC1
    0.9	-2.3	1.6	-2.2	-2.9	-0.8	2.4	3.1	-0.1	6.5
> CCOC(=O)C1CCN(C(=O)COC(=O)Cc2ccc(Cl)cc2)CC1
    -1.0	-1.8	-4.2	1.1	-7.1	4.2	2.5	-1.9	2.0	-0.2
> CSc1nnc(Cn2c(=O)sc3ccccc32)n1-c1ccccc1C
    -3.1	0.5	1.7	2.9	1.2	0.8	-0.4	-7.5	4.2	0.6
> CCOC(=O)[C@]12CCC=C1N(Cc1ccc3c(c1)OCO3)C(=O)[C@H](CC(=O)NCCCCc1ccccc1)C2
    4.8	1.7	9.4	1.4	5.6	0.4	/	-2.5	-7.1	-20.1
> COc1ccc(-n2nnnc2SCC(=O)NC2CCCC2)cc1OC
    -0.8	1.6	6.4	6.2	1.6	-0.7	7.6	-6.0	1.3	0.9
> COc1ccc(C(=O)N2CCCC(Nc3ccc(F)cc3)C2)c(OC)c1 (stereo unspecified)
    1.7	1.5	2.9	-3.7	-4.5	8.6	0.8	5.3	-3.3	-1.8

These rows are one share of the data; count on the stated rates, not on these rows.
